pAkt inh: Akt phosphorylation inhibition. AID 651550. Neuro2A IGF-stimulated pAkt S473 HTRF, 20 min; hits give low values. 0.32% of 360,000 active. activity change, % for hits at 50 µM; in the data active means activity change below about -80%; inconclusive means mostly about -51% to -80%; further: on the % scale 0 is the no-effect control and ±100 the full control effect
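Single-point screen (50 µM final compound) in Neuro2A cells stimulated 20 min with 6 nM IGF at 37 deg C. After lysis, Ser473-phosphorylated Akt read by HTRF (ex 330 nm, em 615/665 nm) as the 665/615 ratio.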
HepG2 viability: HepG2 cytotoxicity, counter-screen for TGF-b inhibitors; Potency, µM (doses to about 46.1 µM), inactives show top-dose activity change, negative = cytotoxicity, actives largely listed as cytotoxic; HepG2 CAGA-GFP viability, ATP luminescence, 18 h; AID 588856; 0.76% of 410,000 active; further: potency means the concentration at half of the fitted maximal effect; some results filed as inactive show a strong effect at the top dose
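CellTiter-Glo luminescence gave cytotoxicity after 18 hours at 37 degrees C. The cells were HepG2 CAGA-GFP in 1% FBS DMEM, stimulated with 500 pg/mL TGF-beta after compound addition. %Activity was normalised to no-cell wells (complete cell-killing) and DMSO (no toxicity), and curves were fitted and classified.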
A549 viability: kills or reduces viability of A549 cells in Nrf2 counter-screen | A549 ARE-Fluc cells, CellTiter-Fluor viability, 18-24 h | Potency, µM (top dose mostly 46 µM), inactives show at the highest dose activity change, negative = cytotoxicity, most hits filed as inhibitors | 0.16% of 390,000 active | AID 504648; further: potency means the concentration at half of the fitted maximal effect; on the % scale 0 is the no-effect control and ±100 the full control effect
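A549 ARE-Fluc cells in 5% FBS OPTI-MEM, 5000 cells/well, rested 2 h then exposed to compounds in concentration-response for 18-24 h at 37 °C. Viability by CellTiter-Fluor fluorescence (Ex 405/Em 525) after 30 min; luciferase luminescence (BugLite, 15 min, RT) read afterwards.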
TGFb SMAD3 inh: blocks TGF-b signaling; HepG2 CAGA-GFP TGF-b/SMAD3 reporter, GFP fluorescence, 18 h; TGF-beta stimulated, 500 pg/mL final; Potency, µM (titrated, usually from 46.1 µM), without a hit: at the highest dose activity, negative = inhibition, hits mostly inhibitors; AID 588855; 1.2% of 410,000 active; further: potency means the concentration at half of the fitted maximal effect; on the % scale 0 is the no-effect control and ±100 the full control effect; nearly all actives have a fitted effect of over 65% in size
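GFP signal (ex488/em500-530) from TGF-beta-stimulated HEPG2 CAGA-GFP cells, 500 pg/mL final, 18 h at 37 degrees C in DMEM plus 1% FBS, normalized to unstimulated and DMSO-stimulated controls.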
Nrf2 inh: Nrf2 pathway inhibition | A549 ARE-Fluc reporter, luciferase luminescence, 18-24 h | Potency, µM (series often up to 46 µM), inactives show top-dose activity change, negative = inhibition, usual class: inhibitors | 2.1% of 360,000 active; further: potency means the concentration at half of the fitted maximal effect; on the % scale 0 is the no-effect control and ±100 the full control effect; nearly all actives have a fitted effect of over 60% in size
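Concentration-response testing used A549 ARE_Fluc cells at 5000 cells/well. Following an 18-24 h compound incubation, viability was read by fluorescence (Ex 405/Em 525) and luciferase output by luminescence.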
Abeta yeast res: compounds reversing amyloid beta toxicity in yeast | Potency, µM (top dose mostly 46.1 µM), for inactives: at the top dose growth rescue, usual class: activators | yeast expressing A-beta42, growth rescue, OD600, 48 h; response scale: 0% DMSO, 100% iron-clioquinol control | 0.063% of 410,000 active; further: potency means the concentration at half of the fitted maximal effect; nearly all actives have a fitted effect of over 55% in size
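Growth rescue measured by 600 nm absorbance after 48 h yeast culture at 30 C with compound. Values normalized between DMSO and an equimolar ferric chloride plus clioquinol control.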
Nrf2 ARE act: Nrf2 pathway activation; 0.31% of 410,000 active; AREc32 ARE-luciferase reporter (MCF7-derived line), luminescence, 24 h; Potency, µM (highest dose often 46.1 µM), inactives show at the top dose activation, hits mostly activators; further: potency means the concentration at half of the fitted maximal effect; % of control where 0% means no effect; nearly all actives have a fitted effect of over 65% in size
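Quantitative high-throughput format: AREc32 reporter cells, 1000 per well, received compound by pin transfer and were incubated 24 hr at 37 deg C, 5% CO2, before Steady-Glo luminescence detection.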
CCT modulator: cytosolic chaperonin activity modulation | purified chaperonin ATPase assay, HTRF ADP detection, 30 min | activity change, % (test concentration not listed), hits read low | 0.3% of 360,000 active; in the data active means activity change below about -30%; further: on the % scale 0 is the no-effect control and ±100 the full control effect
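We incubate TRiC, 40 or 20 nM final, with library compounds at 76 uM and 10 uM ATP for 30 min at 37 °C. ADP formed is detected with Transcreener HTRF reagents after 30 min at room temperature.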
MmCpn inh: inhibitors of Methanococcus maripaludis chaperonin (MmCpn); Potency, µM (top dose mostly 76.9 µM), for inactives: at the top dose activity, negative = inhibition, usual class: inhibitors; 0.031% of 330,000 active; purified Mm-Cpn ATPase, ADP Transcreener TR-FRET; further: potency means the concentration at half of the fitted maximal effect; on the % scale 0 is the no-effect control and ±100 the full control effect; nearly all actives have a fitted effect of over 80% in size
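Inhibition of chaperonin ATP hydrolysis is measured as reduced ADP production, detected by competitive TR-FRET in which signal falls with ADP. Final enzyme 25 nM and ATP 10 uM, reacted 30 min at 37°C.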
An asterisk follows results filed as active; i = inactive; ? = inconclusive; · = no result given; & = joins results of further samples; ! = a repeat was not active; [ ] = dose if it differs, or a comment. Unless noted, the call rests on the fitted dose curve; in most records, active means well fitted curve in the direction sought with a large enough effect; inconclusive means small, poorly fitted or top-dose-only effect, or another doubt; inactive means no such curve, though single readings can be large; an effect the other way counts as inactive or inconclusive.

SMILES	pAkt inh	HepG2 viability	A549 viability	TGFb SMAD3 inh	Nrf2 inh	Abeta yeast res	Nrf2 ARE act	CCT modulator	MmCpn inh
CC(=O)Nc1ccc(S(=O)(=O)NCCc2cn3ccsc3n2)cc1	·	-1%	1%	7%	·	-1%	-1.2%	·	·
CC1CCN(CC(=O)c2c[nH]c3ccccc23)CC1	i	-12%	0%	1%	13%	2%	2.9%	-1.9	1%
O=S(=O)(c1ccc(Cl)cc1Br)N1CCCCC1	·	-1%	2%	?	·	6%	-0.4%	-1.8	2%
Cc1ccc(N2C(=O)C3ON(c4ccccc4)C(c4ccncc4)C3C2=O)cc1 (stereo not given)	i	1%	2%	-1%	17%	?	2.0%	-0.8	-1%
CC(C)N(CCO)C(=O)CCc1nnc(CCCc2ccccc2)o1	i	-3%	2%	-2%	?	-2%	-0.1%	-0.9	-7%
COc1ccc(OC)c(CN2CCN(C(=O)c3cccc(S(=O)(=O)Nc4ccc(F)cc4)c3)CC2)c1	i	-6%	0%	-10%	-5%	4%	3.1%	0.4	·
Cc1ccnc2nc(C(=O)Nc3ccc(S(=O)(=O)N4CCCC4)cc3)nn12	i	-16%	1%	-2%	-14%	-3%	-0.2%	-1.1	-6%
COc1cccc(-c2sc3ccccc3c2-c2ccc(OCCN3CCCC3)cc2)c1	i	20µM*	-2%	?	1%	-70%[inhibitor]	4.0%	-3.1	-12%
CC1=C(C(=O)OCc2ccccc2)C(c2cccnc2)n2ncnc2N1 (stereo not given)	i	8%	-1%	37%	-3%	3%	0.1%	0.9	1%
CC(C)C(NC(=O)C1CCCCC1)C(=O)Nc1ccc2c(c1)OCCO2 (stereo not given)	i	-18%	-1%	4%	?	4%	0.1%	-21	0%
COc1ccc2sc(N(CCCN(C)C)C(=O)c3ccc(C(=O)c4ccccc4)cc3)nc2c1	i	-47%	-12%	?	-2%	3%	5.9%	-8.9	1%
CCCc1cc(=O)oc2cc(C)cc(OCc3nn[nH]n3)c12	·	8%	6%	29%	13%	6%	-1.5%	-3.5	-2%
Cc1cc(C)c(NS(=O)(=O)c2c(C(=O)N3CCOCC3)c(C)n(C)c2C)c(C)c1	i	3%	0%	-3%	-2%	·	-0.3%	-4.9	-3%
COc1ccc(S(=O)(=O)NC2CCCCC2)cc1F	i	-6%	0%	-1%	0%	16%	-0.7%	-1.6	-5%
O=C(COC(=O)c1ccccc1N1C(=O)C2C3CCC(C3)C2C1=O)c1ccccc1 (stereo not given)	i	-12%	-1%	-3%	13%	8%	-0.5%	-1.0	1%
Cc1ccc(OCCC(=O)Nc2c(C)n(C)n(-c3ccccc3)c2=O)cc1	i	12%	-2%	13%	-3%	18%	-0.1%	1.8	2%
COc1ccccc1-n1c(SCC(=O)N(C)C)nnc1-c1ccco1	i	-1%	3%	1%	3%	-10%	0.0%	-0.7	·
CN(C)CCCN(C(=O)c1ccc(S(=O)(=O)N(C)Cc2ccccc2)cc1)c1nc2c(F)cccc2s1	i	-15%	?	-11%	?	-12%	0.6%	0.7	-2%
Cc1ccc(C(O)c2ncc(-c3ccc(F)cc3)[nH]2)c(C)c1 (stereo not given)	·	-16%	·	-3%	·	2%	0.0%	0.0	·
S=c1[nH]nc(-c2cc(-c3ccccc3)n[nH]2)n1/N=C/c1ccc(Br)s1	i	-19%	-6%	-2%	?	13%	4.5%	0.8	0%
O=c1c2ccccc2ncn1Cc1ccco1	i	-17%	-2%[1.84 µM]	9%	3%	-15%	22%	-0.6	-2%
Cc1c(C)c2ccc(OCC(=O)Nc3ccc(CN4CCOCC4)cc3)cc2oc1=O	i	-19%	-1%	-19%	-4%	6%	0.5%	2.3	-5%
CC1CCN(C(=O)C(C)Sc2nc(-c3ccccc3)cc(C(F)(F)F)n2)CC1 (stereo not given)	i	4%&4%	2%&-15%	16µM*!	?	-11%&-13%	3.2%&-0.5%	1.2	0%
COc1ccc(CCN2CC34C=CC(O3)C(C(=O)NCc3ccccc3Cl)C4C2=O)cc1OC (stereo not given)	i	-8%	12%	-1%	-12%	-3%	0.2%	-0.7	1%
COc1cccc(Cn2c(CNS(=O)(=O)c3ccc4c(c3)CCCC4)nc3cccnc32)c1	·	-12%	-10%	?	·	0%	1.0%	·	·

Ordered by value in Nrf2 ARE act (rising): 3 from the list above.
molecule	pAkt inh	Nrf2 ARE act	CCT modulator	MmCpn inh
O=S(=O)(c1ccc(Cl)cc1Br)N1CCCCC1	·	-0.4%	-1.8	2%
Cc1ccc(C(O)c2ncc(-c3ccc(F)cc3)[nH]2)c(C)c1 (stereo not given)	·	0.0%	0.0	·
COc1ccc(OC)c(CN2CCN(C(=O)c3cccc(S(=O)(=O)Nc4ccc(F)cc4)c3)CC2)c1	i	3.1%	0.4	·

Of the compounds above, two have bromine.
SMILES	pAkt inh	HepG2 viability	A549 viability	TGFb SMAD3 inh	Nrf2 inh	Abeta yeast res	Nrf2 ARE act	CCT modulator	MmCpn inh
O=S(=O)(c1ccc(Cl)cc1Br)N1CCCCC1	·	-1%	2%	?	·	6%	-0.4%	-1.8	2%
S=c1[nH]nc(-c2cc(-c3ccccc3)n[nH]2)n1/N=C/c1ccc(Br)s1	i	-19%	-6%	-2%	?	13%	4.5%	0.8	0%

Among those listed so far, 2 have a furan ring, fused or not.
SMILES	pAkt inh	HepG2 viability	A549 viability	TGFb SMAD3 inh	Nrf2 inh	Abeta yeast res	Nrf2 ARE act	CCT modulator	MmCpn inh
COc1ccccc1-n1c(SCC(=O)N(C)C)nnc1-c1ccco1	i	-1%	3%	1%	3%	-10%	0.0%	-0.7	·
O=c1c2ccccc2ncn1Cc1ccco1	i	-17%	-2%[1.84 µM]	9%	3%	-15%	22%	-0.6	-2%

Next entries follow:
SMILES	pAkt inh	HepG2 viability	A549 viability	TGFb SMAD3 inh	Nrf2 inh	Abeta yeast res	Nrf2 ARE act	CCT modulator	MmCpn inh
CCOc1ccc(NC(=O)C(c2ccccn2)N(C(=O)CCl)c2ccc(OC)cc2)cc1 (stereo not given)	i	-2%	-2%	-2%	26%	-12%	?	0.6	1%
CN(C)S(=O)(=O)c1ccc(NC(=O)CSc2nnc(-c3ccco3)o2)cc1	i	0%	3%	6%	-8%	6%	-0.4%	0.9	1%
COc1cc(NC(=O)CCCc2nnc3n(CC(C)C)c(=O)c4sccc4n23)cc(OC)c1	·	1%	-10%	-13%	-18%	-3%	0.0%	·	·
COc1ccc(NC(C)=O)cc1S(=O)(=O)NC(C)c1ccc(-n2ccnc2)cc1 (stereo not given)	i	0%	-15%	-4%	-8%	1%	-0.9%	1.0	2%
COc1cc(CN2CCc3nc(N4CCN(c5ccccc5F)CC4)ncc3C2)ccc1OC(C)C	·	-12%	1%	-17%	·	-5%	0.5%	·	·
COc1ccc(-c2sc3cc(OC)ccc3c2-c2ccc(OCCN3CCOCC3)cc2)cc1	i	-25%	8%	38%[activator]	-16%	-76%[inhibitor]	7.8%	-1.5	?
CCOc1ccc(N=C(C)c2ccccc2O)cc1	i	-24%	4%	?	-1%	-9%	-0.3%	-1.6	2%
O=C(CN1CCCC1)N1c2ccccc2Sc2ccccc21	i	1%	-1%	8%	-22%	5%	2.2%	1.6	1%
Cc1sc(N)nc1-c1c(C)n(C)c2ccccc12	i	0%	19%	-10%	-4%	-2%	-0.3%	-0.1	0%
COc1ccc(C)cc1NC(=O)c1ccc2c(c1)CCN2S(=O)(=O)c1ccc(Cl)cc1	·	-16%	-8%	?	-15%	-10%	-0.7%	·	·
CC1=NC(Nc2nc(C)c3ccccc3n2)=NC(C)(C)C1	i	-22%	2%	0%	22%	-5%	-0.9%	2.6	-2%
CCOC(=O)N(C)C[C@@H]1OCc2cnnn2CCCC(=O)N([C@H](C)CO)C[C@@H]1C	i	-1%	·	2%	·	3%	-0.6%	-1.4	·
O=S(=O)(NC(=NCCc1ccc(Cl)cc1)c1ccccc1Cl)c1cccs1	i	0%	-23%	23%	?	0%	3.6%	2.3	-1%
Cc1c(OCC(=O)NC2CC(C)(C)NC(C)(C)C2)ccc2c3c(c(=O)oc12)CCC3	i	-15%	-22%	-2%	-5%	1%	-0.2%	-0.6	-4%
CCOC(=O)c1c(Oc2ccc(C(=O)OC)cc2)nnc(-c2ccccc2)c1-c1ccccc1	·	-13%	2%	-2%	-3%	8%	-0.7%	·	·
Nc1ccccc1SCc1c(Cl)cccc1Cl	i	-7%	-7%	3%	-3%	0%	5.4%	2.2	1%
Cc1ccc(S(=O)(=O)c2cn(CC(=O)Nc3ccc(C)c(Cl)c3)c3ccc(C)cc3c2=O)cc1	·	0%	4%	-34%	11%	6%	0.0%	·	·
COc1ccc(S(=O)(=O)N2CCOCC2)cc1NC(=O)C1CC(=O)N(c2ccc3c(c2)OCCO3)C1 (stereo not given)	i	9%	·	12%	·	-1%	-0.2%	-0.9	·
CCN(C(=O)C1CCC(CNS(=O)(=O)c2cccc3nsnc23)CC1)c1ccccc1 (stereo not given)	·	1%	-7%	-38%	?	1%	4.9%	·	·
Cc1ccc(NC(=S)NCCc2c[nH]c3ccccc23)cc1	i	-26%	-6%	?	11%	-10%	0.7%	2.5	-2%
Cn1cccc1C(=O)OCC(=O)NC(=O)c1ccc(Cl)cc1	i	-3%	-9%	20%	-9%	6%	2.3%	1.5	-13%

Bioassay records deposited in PubChem BioAssay by National Center for Advancing Translational Sciences (NCATS).
